SRC1 TRFRET art: TR-FRET detection interference compounds, primary screen, artefact control for PPARgamma SRC-1 recruitment agonists, biochemical, TR-FRET emission ratio; TR-FRET detection artefact counter-screen; hits give high values; TR-FRET ratio at 8 µM; 99,000 tested, 0.34% active; AID 1051, 2008; in the data active means TR-FRET ratio above about 2300; further: inactives centre near 1800
SRC3 TRFRET art: TR-FRET detection interference compounds, artefact control for PPARgamma SRC-3 recruitment agonists, biochemical, TR-FRET ratio. TR-FRET artefact counter-screen, PPARgamma/SRC-3 format; hits give high values. TR-FRET ratio at 8 µM. 99,000 tested, 0.39% active. AID 1048, 2008; in the data active means TR-FRET ratio above about 2000; further: inactives centre near 1600
Numbers without * were called inactive; i = inactive. Some of the compounds tested, so the mix of outcomes need not match the whole.

molecule,SRC3 TRFRET art,SRC1 TRFRET art
Cc1ccccc1N(CC(=O)NCCSc1ccccn1)S(=O)(=O)c1ccccc1,1634,1634
Cc1ccc2c(Cl)c(C(=O)Nc3cccnc3)sc2c1,1631,2160
O=C(Cn1cc([N+](=O)[O-])cn1)Nc1ccc(Cn2cc(Br)cn2)cc1,1415,1793
CC(=O)N1CCN(C(=O)COc2ccc(N(C)S(=O)(=O)c3cccs3)cc2)CC1,1511,1997
CC1CCc2c(C(=O)OCC(=O)Nc3cccc(S(=O)(=O)N4CCCCCC4)c3)csc2C1 (centres undefined),1444,1697
CC1(C)NC(=O)N(CCCCOc2ccccc2[N+](=O)[O-])C1=O,1519,1866
C/C(N)=C(/C#N)C(=O)COC(=O)c1cc2c(s1)CCC(C)C2 (centres undefined),1413,1697
CCC1(CC)NC(=O)N(CC(=O)OCC(=O)Nc2ccc(F)c(F)c2F)C1=O,1774,1559
Nc1nc(CC(=O)CSc2ccc(Cl)cc2)nc(Nc2ccc(F)cc2)n1,1621,2024
COc1ccccc1NC(=O)c1c(Nc2ccccc2C)sc(C(=O)Nc2cccc(Cl)c2)c1N,1385,1541
O=C(COC(=O)CNC(=O)c1ccccc1)Nc1cccc(Br)c1,1284,1643
CC(/C=C/c1ccc2c(c1)OCO2)=N\NC(=O)c1ccccc1,1524,1751
CCCC1=[N+](CC(C)=O)CCn2c(C)ccc21,1465,1926
COc1ccccc1N(CC(O)Cn1nc(C)cc1C)S(=O)(=O)c1ccccc1 (centres undefined),1761,1624
Cc1ccc(C(=O)NCC(=O)OCc2csc(-c3ccccc3)n2)cc1,1833,2015
CCOc1ccccc1N1CCN(CC(=O)NCCc2ccc(S(N)(=O)=O)cc2)CC1,1456,1498
CN(C)C(CNC(=O)c1cc(S(=O)(=O)N(C)c2ccccc2)ccc1Cl)c1cccs1 (centres undefined),1770,2029
CSc1nsc(/C=C/Nc2ccc(F)cc2F)c1C#N,2047,2189
O=C(Nc1nc(-c2ccc(Cl)s2)cs1)c1cccs1,1465,1906
CCOC(=O)Cn1c(=NC(=O)CN2C(=O)CCC2=O)sc2cc(S(N)(=O)=O)ccc21,1540,1788
Cc1ccc2c(ccn3cc4c(c(=O)n(C)c(=O)n4C)c23)c1,1712,1690
O=C(Nc1ccccc1-c1ccccc1)NC1CC2CCCC(C1)N2Cc1ccc(F)cc1 (centres undefined),1365,1684
CC1=C(C(=O)Nc2cccnc2)C(c2cccnc2)n2ncnc2N1 (centres undefined),1470,1758
O=C(CN(C(=O)C1CSC(=O)C1)c1cccc(F)c1)NC1CCCC1 (centres undefined),1461,1673
O=C(Cc1ccccc1)NCCc1ccc(Cl)cc1Cl,1736,1990
CCOC(=O)c1nnn(-c2nonc2N)c1CNc1ccccc1,1547,1929
Cc1ccc(NC(=O)CN(C)c2ccc(S(=O)(=O)N3CCCC3)cn2)cc1,1549,1970
COc1ccc2[nH]cc(CCn3ccc(=O)c(C)c3C)c2c1,1445,1915
COc1ccc(/C=N/NC(=O)c2ccoc2C)cc1OC,1800,1673
CCOC(=O)CN(Cc1sccc1C)C(=O)Nc1cccc(OC)c1,1585,1661

Next part:
molecule,SRC3 TRFRET art,SRC1 TRFRET art
O=C(OCc1cc(Cl)ccc1OC(F)F)c1cncc(Br)c1,1401,1930
C#CCOCCOCCOCCNc1nc(N2CCN(C(=O)[C@H](Cc3cc4ccccc4[nH]3)n3cc([C@@H](N)C(C)CC)nn3)CC2)nc(N2CCN(C(=O)[C@H](CCCCN)n3cc([C@@H](N)CC(C)C)nn3)CC2)n1 (some centres undefined),1484,1652
Cc1nnc2ccc(-c3cccc(NC(=O)c4ccc(Cl)nc4)c3)nn12,1789,1931
S=C(Nc1ccc(Oc2ccccc2)cc1)NC1CCCCCC1,1248,1559
Cc1cc(C)cc(NC(=O)C2CC(=O)n3ncnc3N2)c1 (centres undefined),1532,1530
Nn1c(Cc2cccc3ccccc23)nnc1SCc1ccc(Cl)c(Cl)c1,1498,1822
O=C(COc1ccccc1[N+](=O)[O-])N/N=C/c1ccccn1,1573,1964
COc1ccc(Cl)cc1NC(=O)c1noc2c1CCCC2,1461,1874
O=C(N/N=C1/CCCc2ccccc21)c1cc([N+](=O)[O-])cc([N+](=O)[O-])c1,1630,2075
CC1(C)CC(=O)C2=C(C1)NC(=O)NC2c1ccccc1 (centres undefined),1630,1666
CCOC(=O)/C(=C/c1ccco1)NC(=O)c1ccc(Br)o1,1477,1473
CCN(CC)c1ccc(C=C2C(=O)OC3(CCCC3)OC2=O)cc1,1524,1605
CCC(C)NC(=O)COC(=O)c1cccnc1Nc1ccccc1F (centres undefined),1395,1782
CC(C)CC1=NN(C(=O)c2cccnc2)C(O)(C(F)(F)F)C1 (centres undefined),1631,1824
O=C(COC(=O)CNC(=O)c1ccccc1)Nc1ccc2c(c1)OCO2,1353,1655
Cc1ccc(CNCC(=O)Nc2cccc(S(=O)(=O)NC3=NCCCCC3)c2)cc1,1659,1801
CCOC(=O)C1CCCN(C(=S)NC2CCCCC2)C1 (centres undefined),1344,1474
CCOc1ccc(OCc2cccc(C(=O)N3CCCCCC3)c2)cc1,1496,1968
CNC(=O)c1nnsc1S(=O)(=O)c1ccc(Cl)cc1,1629,1873
Cc1nn(-c2ccccc2)c(Cl)c1/C=N/Nc1nc2ccccc2[nH]1,1787,2112
Cc1ccc2nsnc2c1N,1522,1700
COc1ccccc1N(C(=O)CN1C(=O)c2ccccc2S1(=O)=O)C(C(=O)NCC1CCCO1)c1ccc(F)cc1 (centres undefined),1399,1729
O=c1c(-c2n[nH]c(=S)n2-c2ccccc2)cccn1Cc1cccc(Cl)c1,1865,2294
C#Cc1ccc([C@@H]2C=C(C(=O)N3CCN(Cc4ccccc4)CC3)O[C@H](OCCCCO)C2)cc1,1500,1688
O=C(Nc1nccs1)c1ccc(N2C(=O)C3CCCCC3C2=O)cc1 (centres undefined),1430,1519
O=c1c2ccccc2sc2nc(C3CCCCC3)n(Cc3ccco3)c(=O)c12,1495,1614
CNC(=O)Cn1ncc2c(C)n(Cc3ccc(C)cc3)c(C)c2c1=O,1465,1831
CNC(=O)c1ccc2c(c1)nnn2C,1354,1609
CCC(=O)NC(=S)Nc1ccccc1C(=O)NC1CCCCC1,1612,1697
COc1cccc(Nc2nc3ccc(OC)cc3s2)c1,1570,1918

Next results
molecule,SRC3 TRFRET art,SRC1 TRFRET art
COc1ccc(/C=N/NC(=O)c2c([N+](=O)[O-])c(C)nn2C)cc1,1478,1768
C/C=C/C=N/Nc1nc(-c2ccc([N+](=O)[O-])cc2)cs1,1528,1720
Nc1c2c(nc3sc4c(c13)CCCCC4)CCCCC2,1791,1982
CC1(C)CC(=O)C2=C(C1)Nc1ccccc1NC2,1715,1670
CN1CCCCC1CCN1c2ccccc2Sc2ccc(S(C)=O)cc21 (centres undefined),1581,2006
CCCN1CCOC(CC(=O)Nc2ccc([N+](=O)[O-])cc2)C1=O (centres undefined),1499,1948
O=C(/C=C/c1ccccc1)Nc1cc(S(=O)(=O)N2CCOCC2)ccc1N1CCCC1,1543,1896
COc1ccc(/C(C)=N/NS(=O)(=O)c2cc(C)ccc2C)c(OC)c1,1430,1679
CCOc1ccc(/C=N/NC(=O)CNC(=O)c2ccc(S(=O)(=O)N3CCOCC3)cc2)cc1,1533,1761
O=c1[nH]cnc2ccccc12,i,i
CCOCC(=O)N1CCN(c2ccccc2OC)CC1,1551,2012
O=C(Cc1cccc2ccccc12)N/N=C/c1ccc(O)c([N+](=O)[O-])c1,1599,1788
O=C(Nc1ccc(O)c2c(=O)cc(-c3ccccc3Cl)oc12)c1cccc(Cl)c1,1560,1652
Cn1c(-c2cnn(-c3ccccc3)c2-n2cccc2)n[nH]c1=S,1559,1889
COc1ccc(NC(=S)NCCC2=CCCCC2)cc1OC,1475,1755
CC1(C)OC1COc1c2ccoc2cc2oc(=O)ccc12 (centres undefined),1458,1597
O=C(NNc1c2ccccc2nc2ccccc12)c1cccc(O)c1,1697,1703
CCOc1ccc(C2=NNC(c3cccnc3)=Nc3ccc(OC)cc32)cc1,1547,1990
OC1CCNC(=S)N1c1ccccc1 (centres undefined),1665,1748
CN(C)C(CNC(=S)Nc1cccc(Cl)c1)c1ccccc1 (centres undefined),1581,1872
CN(C)c1ccc(N=Cc2nc(-c3ccccc3)oc2OC(=O)c2cccc(Br)c2)cc1,1775,1737
COc1ccc(C(=O)NNC(=O)CSc2nnc(COc3ccccc3OC)n2C)cc1,1576,1769
Cn1cc(/C=N\NC(=O)c2cccs2)c2ccccc21,1512,1679
CC1(C)OC(=O)N(CC(=O)Nc2cccc(C(F)(F)F)c2)C1(C)O (centres undefined),1437,1783
COc1ccc(C)cc1NC(=O)C(OC(=O)c1cccc(S(=O)(=O)N(C)c2ccccc2)c1)c1ccccc1 (centres undefined),1485,1700
O=C(CSc1ccc(-c2ccc(F)cc2)nn1)N1CCOCC1,1681,1633
CCOC(=O)C1CCN(C(=S)Nc2ccc(CC)cc2)CC1,1360,1661
Cn1c(=O)[nH]c(=O)c2c1nc(N1CCCCC1)n2CCCSc1nnnn1-c1ccccc1,1681,2018
Cc1ccccc1CN1C[C@@H]2C[C@@H](c3cn[nH]c3-c3ccccc3)N3CCC[C@@]23C1=O,1651,1660
N#Cc1cc(NCC2CCCO2)c([N+](=O)[O-])cc1C#N (centres undefined),1604,1626

Five compounds already listed, ordered by count of non-hydrogen atoms, rising:
molecule,SRC3 TRFRET art,SRC1 TRFRET art
N#Cc1cc(NCC2CCCO2)c([N+](=O)[O-])cc1C#N (centres undefined),1604,1626
O=C(Cn1cc([N+](=O)[O-])cn1)Nc1ccc(Cn2cc(Br)cn2)cc1,1415,1793
CN(C)C(CNC(=O)c1cc(S(=O)(=O)N(C)c2ccccc2)ccc1Cl)c1cccs1 (centres undefined),1770,2029
Cn1c(=O)[nH]c(=O)c2c1nc(N1CCCCC1)n2CCCSc1nnnn1-c1ccccc1,1681,2018
C#CCOCCOCCOCCNc1nc(N2CCN(C(=O)[C@H](Cc3cc4ccccc4[nH]3)n3cc([C@@H](N)C(C)CC)nn3)CC2)nc(N2CCN(C(=O)[C@H](CCCCN)n3cc([C@@H](N)CC(C)C)nn3)CC2)n1 (some centres undefined),1484,1652

Quoted from the entries so far for reference:
molecule,SRC3 TRFRET art,SRC1 TRFRET art
CCOC(=O)C1CCN(C(=S)Nc2ccc(CC)cc2)CC1,1360,1661
Cn1c(=O)[nH]c(=O)c2c1nc(N1CCCCC1)n2CCCSc1nnnn1-c1ccccc1,1681,2018
Cc1ccccc1CN1C[C@@H]2C[C@@H](c3cn[nH]c3-c3ccccc3)N3CCC[C@@]23C1=O,1651,1660
N#Cc1cc(NCC2CCCO2)c([N+](=O)[O-])cc1C#N (centres undefined),1604,1626

Next part:
molecule,SRC3 TRFRET art,SRC1 TRFRET art
CSc1ccc(/C=N/NC(=O)CN2CCN(Cc3ccccc3Cl)CC2)cc1,1768,1898
CCCCOC(=O)Nc1ccc(S(=O)(=O)Nc2ncccn2)cc1,1561,1816
COc1ccc(NC(=O)CCCn2c(=O)c3sccc3n(Cc3ccccc3)c2=O)cc1,1629,1558
CCOC(=O)C1=C(C)N=c2s/c(=C\c3ccc(OCC(=O)O)cc3)c(=O)n2C1c1ccc(OC(C)C)cc1 (centres undefined),1322,1799
CCn1c(=O)c(C(=O)CN(C)Cc2ccc(F)cc2)c(N)n(Cc2ccccc2)c1=O,1631,1781
Cn1[nH]c(C(F)(F)F)c(C=Nc2ccc(Cl)cc2)c1=O,1737,2104
O/N=C(\c1ccccn1)C1CC1c1ccccc1 (centres undefined),1520,1692
COc1cc(OC)nc(Oc2ccc(NC(C)=O)cc2)n1,1442,2096
CN(C)c1ccc(C2CC(c3cccc(NS(C)(=O)=O)c3)=NN2C(=O)c2ccccc2)cc1 (centres undefined),1759,1866
CC(C)N1C(=O)NC2(c3ccccc3)N(C)C(=O)N(C)C12c1ccccc1 (centres undefined),1766,1698
CCSC1=NCCN1S(=O)(=O)c1ccc(Cl)cc1,1486,1606
COc1ccc(-c2[nH]ncc2CN(C)Cc2cccnc2)c(F)c1,1812,1706
S=c1nc(-c2ccccc2)n(CCCN2CCOCC2)c2c1CCCC2,1648,2013
O=C(NNC(=S)NC1CCCCC1)c1sc2ccccc2c1Cl,1562,1727
O=C(Cc1ccccc1)Nc1nnc(-c2cccc([N+](=O)[O-])c2)s1,1537,2100
Fc1ccc(-c2onc3ccc(C4OCCO4)cc23)cc1,1423,1804
COc1ccccc1C(=O)C1CCCN(C(=O)Nc2ccccc2F)C1 (centres undefined),1555,1554
O=c1c(Cl)c(O)c2cccc3c4ccccc4n1c23,1626,1402
CC1OC(Oc2ccc3ccc(=O)oc3c2-c2c(O)ccc3cc(Oc4ccc5ccc(=O)oc5c4)c(=O)oc23)C(O)C(O)C1O (centres undefined),1436,1725
O=C(CN1C2=NCCN2c2ccccc21)c1ccc(Br)s1,1505,1620
CCCC(=O)Nc1ccc(C(N)=O)cc1,1567,1800
CCSc1nnc(-c2cc(Br)ccc2N=Cc2c(C)[nH]n(-c3ccccc3)c2=O)c(=O)[nH]1,1608,1756
O=C(NCc1ccco1)C(=O)NCC1OCCN1S(=O)(=O)c1ccc(Cl)cc1 (centres undefined),1519,1874
Cc1[nH]n(-c2ccc([N+](=O)[O-])cc2)c(=O)c1C=NCCc1ccc(S(N)(=O)=O)cc1,1584,1676
O=C(COC(=O)c1ccc(-c2ccc([N+](=O)[O-])cc2)o1)NC(=O)NC1CCCCC1,1564,1626

Entries of single compounds as entered above. Values in the order: SRC3 TRFRET art, SRC1 TRFRET art
CCCCOC(=O)Nc1ccc(S(=O)(=O)Nc2ncccn2)cc1 in the list: 1561, 1816
COc1ccccc1C(=O)C1CCCN(C(=O)Nc2ccccc2F)C1 (centres undefined) in the list: 1555, 1554

From PubChem
